# Compound activity as filed in PubChem.
# PriA SSB inh = inhibitors of Klebsiella pneumoniae PriA binding to SSB C-terminal tail, primary screen, biochemical, AlphaScreen; PriA–SSB C-terminal tail interaction (Klebsiella pneumoniae); AlphaScreen SSBct-PriA binding, biotinylated peptide; inhibition, % at 33 µM; 430,000 compounds, 0.6% hits; in the data active means inhibition mostly above about 37%, no sharp cut-off; inactive means mostly below about 20%;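 further: plate controls were negative control peptide for no effect and reference peptide for full effect; strong numbers were not always called active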
# An asterisk follows results filed as active; & = joins results of further samples. An excerpt (hit frequency here may not be typical).
SMILES,PriA SSB inh
O=C(Cc1cc(-c2ccco2)on1)NCc1cccnc1,-8.0
Cc1onc(-c2ccccc2Cl)c1C(=O)N1c2ccccc2CC1C(N)=O (stereo not drawn),0.0&7.0
CCCN1CCCc2cc(CCNC(=O)COc3ccc(OC)cc3)ccc21,74.0*
CCOC(=O)c1c(-c2ccc(C)o2)csc1NC(=O)CSc1nnc2cc(C)c3ccccc3n12,-15.0&-12.0
CS(=O)(=O)CCC(N)c1nc(Cc2ccccc2)no1 (stereo not drawn),5.0
O=C(O)COc1ccccc1C=NNC(=O)c1cccc(S(=O)(=O)Nc2cccc(Cl)c2)c1,-4.6
COCCNC(=O)C(=O)Nc1cccc(N2CCCS2(=O)=O)c1,-3.0
O=C(Cn1nc(-c2cccc(Br)c2)sc1=Nc1ccccc1)c1ccc(Cl)cc1,-11.0
O=C(Cn1c(=O)n(Cc2cccs2)c(=O)c2ncccc21)Nc1ccc(Cl)cc1,-13.0
O=C(Cc1c[nH]c2ccccc12)NCc1cncc(-c2ccsc2)c1,-4.0
O=C(N[C@H]1C=C[C@@H](O)CCCC1)OCc1ccccc1,-3.1
C=CCn1c(SCC(=O)Nc2ccc(-c3ccccc3)cc2)nc2sc3c(c2c1=O)CCC(C)C3 (stereo not drawn),-9.0
O=C(NN=Cc1cc(Cl)cc([N+](=O)[O-])c1O)c1ccccc1NS(=O)(=O)c1cccs1,-4.5
CN(C)S(=O)(=O)c1ccc2nc(NC(=O)CCCS(=O)(=O)c3ccc(F)cc3)sc2c1,-15.0
CC(C)c1noc(-c2cccc(=O)n2CC(=O)Nc2ccccc2Cl)n1,-1.0
CCOc1cc(C=NNC(=O)Cc2ccccc2)ccc1OCC(=O)Nc1ccc(C)c(C)c1,0.4
CCOc1ccc(S(=O)(=O)N2CCc3ccccc3C2)cc1CC,-6.0
COCCCn1c(=C(C#N)C(=O)NCCOC)s/c(=C/c2ccc(OC(F)F)c(OC)c2)c1=O,7.2
CN(C1CCCCC1)S(=O)(=O)c1ccc(C(=O)Nc2nnc(-c3ccco3)o2)cc1,10.0
CC(=O)Nc1ccc(NC(=O)c2cn(C)nc2C)cc1,-11.0
O=c1c(C=NCCCn2ccnc2)c(CSc2ccc(Cl)cc2)[nH]n1-c1nc2ccccc2s1,8.0
O=C(c1ccc[nH]c1=O)N1CCc2nc3ccc(F)cn3c(=O)c2C1,0.0
O=C(NN=Cc1cccnc1)c1cc(-c2ccc(Br)cc2)nc2ccccc12,-10.7
O=C(NCCCc1ccccc1)C(=O)NCc1ccc(F)cc1,4.0
Cc1cc(=O)[nH]c(O)c1C#N,-11.0&4.0

# Reprinted from the part before: 2 entries; new compounds follow.
SMILES,PriA SSB inh
O=C(NCCCc1ccccc1)C(=O)NCc1ccc(F)cc1,4.0
Cc1cc(=O)[nH]c(O)c1C#N,-11.0&4.0
CCNC(=O)Cc1csc(NC(=O)c2ccco2)n1,16.0
CCN(CCCNC(=O)CCc1nc2sc3c(c2c(=O)[nH]1)CCCCC3)c1cccc(C)c1,4.0
COc1cc(C=NN(C)C)ccc1OC(=O)c1ccco1,-3.1
O=C(Cn1nnn(-c2ccc(NC(=O)c3c(F)cccc3Cl)cc2)c1=O)NC1CC1,-5.0
Nc1nonc1-n1nnc(C(=O)NN=Cc2ccccc2)c1CSc1ccc(Cl)cc1,5.6
Fc1cccc(Cl)c1CN1CC(c2nc(-c3cnccn3)no2)C1,-7.0
COc1ccc(N2CCN(CCNS(=O)(=O)c3ccc(OC)c(Cl)c3)CC2)cc1,21.0
O=S(=O)(c1cccc(Cl)c1)N1CCN(C(c2ccccc2)c2ccccc2)CC1,-12.0
O=S(=O)(Cc1cccc(F)c1)N1C2C=CCC1CC2 (stereo not drawn),-3.0
N#CCN1N=C(c2ccccc2)c2ccccc2S1(=O)=O,-1.0
O=C(NCc1ccc(F)cc1)C(=O)NCc1ccsc1,5.0
Cc1cc(C(=O)Nc2nc(-c3ccccn3)cs2)c(C)s1,62.1
O=C(Cn1cnc2ccccc21)N1CCN(CC(O)C2CC2)CC1 (stereo not drawn),-5.0
Clc1ncnc2c1c(-c1ccccc1)cn2-c1ccccc1,-11.0
Cc1cc(C)c(NC(=O)Cc2cc(=O)[nH]c(SCc3ccc(F)cc3)n2)c(C)c1,-22.0
COc1ccc(C(=O)Nc2nnc(-c3ccc(Br)s3)o2)cc1,-3.0
Cc1csc(CN2CCN(C(=O)C(C)Oc3ccccc3)CC2)n1 (stereo not drawn),-1.0
Cn1nccc1C(=O)N(CCN1CCOCC1)c1nc2c(Cl)cccc2s1,3.0
Cc1ccc(CC(=O)Nc2nnc(-c3cc(C)n(C)n3)o2)c(C)c1,-1.0
CC(=O)CSc1nc2c(cnn2CCO)c(=O)[nH]1,14.0
COc1ccc(OC)c2sc(N(C[C@H]3CCCO3)C(=O)c3cc(C)on3)nc12,-1.0
O=C(NCCn1ncc2c(=O)n(Cc3cccc(Cl)c3)cnc21)c1c(F)cccc1F,9.0
CC1SC(=NN=Cc2cccs2)NC1=O (stereo not drawn),2.1
O=S(=O)(c1cccs1)N1CCN(c2nc3ccccc3n2Cc2ccccc2)CC1,18.0
COc1cc(C=NNC(=O)CCn2c3ccccc3c3ccccc32)ccc1O,6.0

# Exported with bars between the fields: entries from further up
SMILES | PriA SSB inh
N#CCN1N=C(c2ccccc2)c2ccccc2S1(=O)=O | -1.0
O=C(NCc1ccc(F)cc1)C(=O)NCc1ccsc1 | 5.0
Cc1cc(C(=O)Nc2nc(-c3ccccn3)cs2)c(C)s1 | 62.1
O=C(Cn1cnc2ccccc21)N1CCN(CC(O)C2CC2)CC1 (stereo not drawn) | -5.0
Clc1ncnc2c1c(-c1ccccc1)cn2-c1ccccc1 | -11.0
Cc1cc(C)c(NC(=O)Cc2cc(=O)[nH]c(SCc3ccc(F)cc3)n2)c(C)c1 | -22.0
COc1ccc(C(=O)Nc2nnc(-c3ccc(Br)s3)o2)cc1 | -3.0
Cc1csc(CN2CCN(C(=O)C(C)Oc3ccccc3)CC2)n1 (stereo not drawn) | -1.0
Cn1nccc1C(=O)N(CCN1CCOCC1)c1nc2c(Cl)cccc2s1 | 3.0
Cc1ccc(CC(=O)Nc2nnc(-c3cc(C)n(C)n3)o2)c(C)c1 | -1.0
CC(=O)CSc1nc2c(cnn2CCO)c(=O)[nH]1 | 14.0
COc1ccc(OC)c2sc(N(C[C@H]3CCCO3)C(=O)c3cc(C)on3)nc12 | -1.0
O=C(NCCn1ncc2c(=O)n(Cc3cccc(Cl)c3)cnc21)c1c(F)cccc1F | 9.0
CC1SC(=NN=Cc2cccs2)NC1=O (stereo not drawn) | 2.1
O=S(=O)(c1cccs1)N1CCN(c2nc3ccccc3n2Cc2ccccc2)CC1 | 18.0
COc1cc(C=NNC(=O)CCn2c3ccccc3c3ccccc32)ccc1O | 6.0

# Next part
SMILES,PriA SSB inh
Cc1n[nH]c(C)c1S(=O)(=O)Nc1ccc(CC(=O)NCC(F)(F)F)cc1,-16.0
O=C(c1cccnc1)N1CCC(c2nnc(-c3ccoc3)o2)CC1,-2.0
N#Cc1ccccc1N1CCCN(c2ccc([N+](=O)[O-])c3cccnc23)CC1,38.3
CCOc1ccc2nc(N(Cc3ccccn3)C(=O)c3cnn(-c4ccccc4)c3C)sc2c1,-20.0
NCc1ccc2[nH]c3c(c2c1)CCCC3,17.0
COc1ccccc1OCC#CCNC(=O)CCC(=O)c1ccc(Cl)cc1,-26.0
O=C(CCC(=O)Nc1ccc(F)cc1)NN=Cc1cc([N+](=O)[O-])ccc1O,-0.4
O=C1CCC(C(=O)Nc2nc(CC(=O)N3CCN(c4ccccn4)CC3)cs2)N1 (stereo not drawn),8.0
NCCCN1CCOC(c2ccccc2)C1 (stereo not drawn),21.0
CCCN1CCCc2cc(CCNC(=O)C(=O)Nc3ccccc3OCC)ccc21,58.0
NC(=O)Cc1csc(Nc2ccc(OC(F)(F)F)cc2)n1,2.0
COc1ccc(CC(=O)NCC#CCOc2cccc(C(F)(F)F)c2)cc1OC,5.0
CC(=O)Nc1ccc(S(=O)(=O)Nc2ccc3c(c2)N(CCC(C)C)C(=O)C(C)(C)CO3)c(C)c1,-15.0
O=c1[nH]c(N2CCc3ccccc3C2)nc2c(-c3ccc(Cl)cc3)csc12,11.0
COc1ccc(NC(=O)c2oc3ccccc3c2NC(=O)CCCc2ccccc2)cc1,8.0
O=C1N(Cc2ccc(Br)cc2)c2ccccc2S(=O)(=O)N1c1cc(F)ccc1F,1.0
O=S(=O)(N=C(Nc1ccc2ccccc2c1)c1ccccc1)c1ccc(Cl)cc1,-13.0
CSCC[C@](C)(O)CNC(=O)c1cccc(Br)c1,-17.0
CCOc1cccc2sc(N(CCn3nc(C)cc3C)C(=O)C3CC3)nc12,-4.0
CN(C)c1ccc(C=NNc2cc(N3CCOCC3)nc(N3CCOCC3)n2)cc1,19.8
O=[N+]([O-])c1cccc(-c2ccc(C=NNC(=S)Nc3ccccc3)o2)c1,2.2
CCOc1ccc(NC(=O)Cn2c(=O)n(CCCCCC(=O)NCc3ccc(F)cc3)c(=O)c3sccc32)cc1,-4.0
CCOc1ccc(CC(=O)Nc2ccc3nc(C)n(-c4ccc(F)cc4)c(=O)c3c2)cc1,-21.0&1.0
CC(=NNC(=O)C(C)Sc1ccccc1)c1ccc([N+](=O)[O-])cc1 (stereo not drawn),9.8
Cc1ccc(NC(=O)CN2CCC(C(=O)N3CCc4ccccc43)CC2)c(C)c1,-8.0
# Next part:
SMILES,PriA SSB inh
COc1ccc(N2CC(NC(=O)Nc3ccccc3SC)CC2=O)cc1OC (stereo not drawn),-8.0
NS(=O)(=O)c1ccc(NC(=O)CSc2nc3ccccc3s2)cc1,4.0
N#CCSc1nnc2[nH]c(=O)c3c(n12)CCCC3,5.0
CCOc1ccc(C(=O)NCc2cc(-c3cc4ccccc4o3)on2)cc1OCC,-7.0
COc1ccc(NC(=S)N=C(N)Nc2nc(C)c3ccccc3n2)cc1,5.4
CCOc1ccccc1C(=O)NCCSc1ncc(-c2ccc(OC)cc2)[nH]1,26.0
O=C(c1csc(-c2ccccc2)n1)N1CC(N2C(=O)C3CC=CCC3C2=O)C1 (stereo not drawn),-9.0
Cn1cc(C(=O)NC[C@H](O)c2ccc3c(c2)CCO3)nn1,-7.0
COc1ccc(N2C[C@@H](NC(=O)N3CCC(Cc4ccccc4)CC3)CC2=O)cc1,-11.0
COC(=O)[C@H](Cc1c[nH]c2ccccc12)NC(=O)c1cnn2c1OCCC2,-21.0
O=C(NCc1ccc(C(O)c2ccco2)s1)Nc1ccccc1Cl (stereo not drawn),3.0
O=C(c1cc2ccccc2o1)N1CCCCC(c2ccc(F)cc2)C1 (stereo not drawn),1.0
O=C(COc1ccccc1F)NCCn1ncc2c(=O)n(Cc3ccccc3F)cnc21,11.0
Cc1nccn1-c1ncc(NC(=O)CNC(=O)c2ccccc2)cn1,-11.0
Cc1cc(Cl)c(Cl)cc1S(=O)(=O)Nc1cccnc1,1.0
COCCN(Cc1ccoc1)S(=O)(=O)c1cccs1,-15.0
CCOC(=O)c1oc2ccccc2c1NC(=O)c1ccc2c(c1)OCCO2,-6.0
Cn1cc(C(=O)NCC2CCN(C(=O)c3cc4ccccc4o3)CC2)nn1,3.0
CC(CC(=O)Nc1cc(C)ccn1)=NNC(=O)c1cccc(C)c1O,7.6
CCCCOc1ccccc1-c1cc2c(SCC(=O)Nc3ccc4c(c3)OCO4)nccn2n1,10.0
Cc1ccc(S(=O)(=O)N2CCCCC2CCNS(=O)(=O)CCN2C(=O)CCCC2=O)cc1 (stereo not drawn),-9.0
Cc1nc(-c2cccc(NC(=O)c3cnn4c3OCCC4)c2)cs1,-8.0
Cc1onc(-c2ccccc2Cl)c1C(=O)Nc1nnc(-c2ccc(S(=O)(=O)N(C)C)cc2)o1,13.0
Cc1ccc(=O)n(CC(=O)N2CCc3ccccc3C2)n1,0.0
Cc1ccc(-n2nnc(C(=O)OCc3nc(-c4ccc(Cl)cc4)oc3C)c2C)cc1,6.0
# Following part
SMILES,PriA SSB inh
COc1ccc(C(O)=C2C(=O)C(=O)N(CCCN3CCOCC3)C2c2ccc(C(C)C)cc2)cc1 (stereo not drawn),-9.3
Cc1cc(C)cc(NC(=O)C2CCCN(S(C)(=O)=O)C2)c1 (stereo not drawn),-10.0
O[C@@H](CN1CCN(Cc2cccnc2)CC1)C1CC1,-5.0
CC(C)NC(=O)N1CC(Oc2nc3c(C(F)(F)F)cccc3s2)C1,-12.0
O=C(NCCC(O)c1ccc2c(c1)OCO2)C(=O)NCC(F)(F)F (stereo not drawn),-26.0
O=C(NC1CC(O)C(CO)C1)c1nc2ccccc2s1 (stereo not drawn),-8.0
O=C(Cc1csc(Nc2ccccc2)n1)N1CCN(c2ccc(F)cc2)CC1,-4.0
Cc1ccc(NC(=O)c2sccc2S(=O)(=O)N(C)c2ccc(F)cc2)cc1F,-9.0
NC(=O)c1ccsc1NC(=O)[C@@H]1CCCN1S(=O)(=O)c1ccc(Cl)s1,3.0
COCCN1CCCc2ccc(N)cc21,79.0*
O=[N+]([O-])c1ccc(Nc2ccc(Oc3ccc(Nc4ccc([N+](=O)[O-])c5nonc45)cc3)cc2)c2nonc12,43.6
Cc1ccccc1-n1c(CC2CCN(C(=O)[C@H](C)n3cccn3)CC2)n[nH]c1=O,-14.0
CCCN1C(=O)C(C)(C)COc2ccc(NC(=O)c3ccc(OC(C)C)cc3)cc21,11.0
C=CCN(CC=C)S(=O)(=O)c1ccc(C(=O)Nc2sc3c(c2C#N)CC[C@H](C)C3)cc1,-21.0
CCOC(=O)c1sc(NC(=O)c2cc(S(=O)(=O)N(C)CCCl)ccc2OC)c(C(=O)OCC)c1C,-10.0
CC(=NN=C1NC(=O)C(CC(=O)Nc2ccc(C)c(Cl)c2)S1)C(C)(C)C (stereo not drawn),-8.6
O=C(Nc1cc2ccccc2cc1NC(=O)c1ccc(Cl)cc1Cl)c1ccc(Cl)cc1Cl,5.0
C[C@H]1Cc2nc(SCC(=O)NCc3ccco3)n(C)c(=O)c2S1,-7.0
COC(=O)c1ccc(NC(=O)COc2coc(CN3CCN(C(=O)c4ccco4)CC3)cc2=O)cc1,-14.0&-7.0
Cc1nc(C(C)(C)C)cc(=O)n1CC(=O)NCc1ccccc1Cl,-8.0
CCSc1ccccc1C(=O)NCc1sc(-c2ccccc2F)nc1C,-14.0
N#CC1(c2ccccc2)CCN(C(=O)[C@@H]2CCCN2c2nc3ccccc3o2)CC1,4.0
